# Hsp70 displacement: small molecules displacing fluorescent ligand from Hsp70 – biochemical, fluorescence polarization, primary screen (AID 583). Hsp70 fluorescence polarization probe displacement, mP; higher % means a stronger effect. displacement, % at 20 µM; hits with a dose series show IC50 in µM. 0.06% of 140,000 active; in the data active = displacement above about 50%;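 also: plate controls were vehicle for no effect and reference ligand for full effect; a part of the inactive calls stands beside numbers as strong as those of hits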
# Rat MKP-3 inhibitors: inhibition of rat DUSP6 enzyme activity – biochemical, in vitro, primary screen (AID 425). recombinant MKP-3 phosphatase activity, fluorescence; higher % means a stronger effect. inhibition, % at 20 µM; hits with a dose series show IC50 in µM. 0.17% of 110,000 active; in the data active = inhibition above about 50%;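 also: plate controls were vehicle for no effect and reference inhibitor for full effect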
# Starred values were filed as active, the others as inactive; x = not tested or not shown; & = joins results of further samples.
SMILES,Hsp70 displacement,Rat MKP-3 inhibitors
CCOc1ccc(OCC)c(N=c2oc3c(C)ncc(CO)c3cc2C(N)=O)c1,1.4%,2.1%
COc1ccc(C2/C(=C(\O)c3ccc(Cl)cc3)C(=O)C(=O)N2CCCn2ccnc2)cc1 (configuration not stated),-3.6%,3.5%
COc1cccc(/C=N/NS(C)(=O)=O)c1,4.0%,2.8%
COC(=O)c1cc2nc(-c3ccccc3)cc(C(F)(F)F)n2n1,2.7%,x
O=C(OCn1cncn1)c1ccc(Cl)cc1Cl,-3.8%,0.1%
CCOc1ccccc1CNC(=O)CCN1C(=O)COc2ccccc21,5.8%,-15.7%
COC(=O)c1ccccc1NC(=O)c1ccccc1N(C)S(C)(=O)=O,3.5%,-8.3%
COc1ccc(NC(=O)CN(c2ccc(F)cc2)S(=O)(=O)c2ccccc2)cc1OC,6.4%,-0.6%
Cc1cccc2sc(NC(=O)C3CCCO3)nc12 (configuration not stated),-1.5%,-2.2%
CCC(c1nnnn1Cc1ccco1)N1CCN(c2cc(Cl)ccc2C)CC1 (configuration not stated),-2.5%,-10.5%
CCCNC(=O)c1nn2c(C(F)(F)F)cc(-c3ccccc3)nc2c1Cl,2.4%,1.4%
Cc1ccc(-n2nc3c(c2NC(=O)c2ccccc2Br)CS(=O)C3)cc1 (configuration not stated),3.9%,-2.2%
Cc1ccc(OCCN2CCN(C(=O)CCC(=O)Nc3nnc(C)s3)CC2)cc1,x,-0.1%
Cc1cccc(NC(=O)Nc2cc(C)on2)c1,2.7%,-11.7%
CCOc1cc(/C=N/NC(=O)c2cc(C)[nH]n2)ccc1Oc1ccc([N+](=O)[O-])cc1[N+](=O)[O-],5.2%,0.1%
O=C(NC(NC(=S)Nc1ccc(Cl)cc1Cl)C(Cl)(Cl)Cl)c1ccccc1Cl (configuration not stated),0.6%,2.3%
CN(C)/C=N/c1c(C#N)cnn1-c1nc2ccccc2s1,4.8%,3.6%
Cc1ccc(N2C(=O)c3cccc([N+](=O)[O-])c3C2=O)c(C)c1,-5.6%,0.0%
O=C(Nc1cccnc1)C1CCCN(S(=O)(=O)c2cccc3nsnc23)C1 (configuration not stated),x,-3.5%
Cc1c(C(=O)OCC(C)(C)CN(C)C)oc2ccccc12,2.0%,5.4%
COc1ccc(C(N)CCc2ccco2)cc1 (configuration not stated),-3.0%,5.2%
COCCNC(=O)c1ccc(CS(=O)(=O)c2ccccc2)o1,4.6%,-0.9%
CCOc1ccccc1NC(=O)CC1Sc2ccc(C(F)(F)F)cc2NC1=O (configuration not stated),-2.7%,4.0%
CCOc1cc(/C=C2/SC(=S)N(CC)C2=O)ccc1OCc1ccc(Cl)cc1,-2.0%,3.9%
Cc1ccc(S(=O)(=O)C2(C(=O)NC3CCCC3)CC2)cc1,2.2%,-4.9%
O=S(=O)(NCc1cccnc1)c1ccccc1,-3.4%,x
Cc1nc(NCCCn2ccnc2)c2ccccc2n1,3.8%,-6.5%
COc1ccc(S(=O)(=O)N(CC(=O)N2CCN(C)CC2)c2ccc(C)cc2)cc1OC,2.1%,-1.3%
CC(=O)Cc1c(C(=O)O)c(C)nn1-c1ccccc1,-17.3%,2.8%
Cc1ncoc1C(=O)Nc1ccc2c(c1)OCCO2,2.8%,-11.2%
O=C(Nc1nccs1)c1cc(N2CCOCC2)nc2ccccc12,2.2%,-6.8%
COc1ccc(C2CC(c3ccccc3)Nc3nc(N)nn32)cc1 (configuration not stated),5.5%,-3.0%
O=C(N=Nc1c(O)n(CN2CCCCC2)c2ccccc12)c1ccncc1,5.3%,5.6%
C#CCSc1nc2ccccc2n1C(=O)/C=C/c1ccco1,0.7%,3.9%
CN(C)c1ccc(CNC(=O)C(O)(c2ccc(F)cc2)c2ccc(F)cc2)cc1,-1.7%,3.2%
CSc1ccc(S(=O)(=O)Nc2ccc3c(c2)OCCO3)cc1,x,-10.7%
O=c1[nH]cnc2scc(-c3ccsc3)c12,6.5%,4.6%
N#Cc1ccccc1N=Cc1ccc(Cl)cc1Cl,4.1%,1.6%
O=C1C2C3C=CC(C3=C3CCCCC3)C2C(=O)N1c1ccc(Cl)c(Cl)c1 (configuration not stated),2.8%,0.6%
O=C(O)C1C2CCC(C2)C1C(=O)NCc1ccccn1 (configuration not stated),-2.1%,-1.6%
Nc1ccc(NC(=O)c2cccs2)c(Cl)c1,-5.9%,-10.6%
O=C(CCCc1cccs1)N1CCN(S(=O)(=O)c2ccccc2Br)CC1,2.2%,-0.7%
Cc1ccc(Cl)cc1NC(=O)CSc1nnc(C)n1-c1ccccc1,6.4%,-6.3%
Cc1sc(N/N=C/c2ccccc2)nc1-c1ccccc1,0.0%,0.5%
CC(C)(C)OC(=O)NNC(=O)C12CC3CC(CC(C3)C1)C2,2.8%,2.3%
CCC(=O)Nc1nc2ccccc2n1Cc1ccccc1,2.9%,-4.1%
CCOC(=O)C(=O)Nc1nnc(CCc2ccccc2)s1,1.7%,x
CCc1nc(SCC(=O)N2CCCc3ccccc32)c2c(=O)n(C)c(=O)n(C)c2n1,-2.5%,3.9%
Cc1nnc(Sc2nc3ccccc3o2)c2ccccc12,6.5%,0.4%
Cc1cccn2c(=O)c3cc(C(=O)N4CCCc5ccccc54)n(C)c3nc12,-1.3%,-9.9%
O=C(CC(Nc1ccc([N+](=O)[O-])cc1)c1ccc(Br)cc1)c1ccc(Cl)cc1 (configuration not stated),-5.5%,-2.1%
CCCCNC(=O)COC(=O)c1cc2c(C)nn(-c3ccccc3)c2s1,-1.7%,-3.1%
CCOC(=O)Cc1csc(NC(=O)COc2cccc(Cl)c2)n1,6.4%,0.0%
COc1cc(C2Nc3ccccc3C(=O)N2c2ccc(C)cc2)cc(OC)c1OC (configuration not stated),3.6%,-3.3%
Cc1ccc(OCC2Cn3c(nc4c3c(=O)n(C)c(=O)n4C)O2)cc1 (configuration not stated),3.4%,1.2%
Cc1occc1-c1nnc(SCC(=O)c2c(N)n(Cc3ccccc3)c(=O)n(C)c2=O)n1C,8.0%,0.2%
CC(C)c1ccc(NC(=O)C2C3C=CC4(CN(CCCN5CCOCC5)C(=O)C24)O3)cc1 (configuration not stated),x,-1.9%
CCOC(=O)c1c(NC(=O)c2cc(-c3ccccc3)nc3ccccc23)sc(C(N)=O)c1C,0.1%,3.7%
COC(=O)Cc1nc2ccccc2[nH]1,-5.0%,-4.2%
CCOC(=O)C1=C(O)/C(=C/c2cc(C)n(-c3ccccc3)c2C)N=C1C,1.4%,3.6%

# Profiles as entered above:
# Record of `COc1cc(C2Nc3ccccc3C(=O)N2c2ccc(C)cc2)cc(OC)c1OC` (configuration not stated) : Hsp70 displacement = 3.6%; Rat MKP-3 inhibitors = -3.3%
# Record of `CCC(=O)Nc1nc2ccccc2n1Cc1ccccc1` : Hsp70 displacement = 2.9%; Rat MKP-3 inhibitors = -4.1%
# Record of `CCCCNC(=O)COC(=O)c1cc2c(C)nn(-c3ccccc3)c2s1` : Hsp70 displacement = -1.7%; Rat MKP-3 inhibitors = -3.1%

# (continued)
SMILES,Hsp70 displacement,Rat MKP-3 inhibitors
Cc1ccc(C)c(N2CCN(C(=O)CCCOc3cc(=O)n(C)c4ccccc34)CC2)c1,-0.9%,32.3%
O=C(O)C1CCCCC1C(=O)NCCc1ccc(Cl)cc1 (configuration not stated),-2.1%,-8.6%
O=C(NCc1ccccn1)C(=O)Nc1ccc(F)cc1,-3.1%,2.2%
O=C(Nc1ccc2c(c1)OCO2)c1ccc(C#CC2(O)CCCCC2)cc1,-3.9%,4.5%
O=C(c1cccc([N+](=O)[O-])c1)c1ccc2c(c1)C(=O)N(c1ccccc1C(=O)O)C2=O,1.1%,0.2%
CCCCNc1ncnc2c1cnn2-c1ccc(C)cc1C,0.8%,-2.6%
COC(=O)c1cc(Br)c(=O)n(-c2ccccc2F)c1,2.7%,x
O=c1[nH]ncn2cccc12,-3.6%,-3.2%
C=CCSc1cc(C)nc2c(-c3ccc(Cl)cc3)c(C)nn12,8.0%,x
Cc1ccc(C(=O)Nc2ccc(S(=O)(=O)N3CCc4ccccc43)cc2)cc1,-2.5%,2.8%
Fc1ccccc1Cn1nnc2c(NCc3ccccn3)ncnc21,-2.7%,-12.4%
CC(C)(C)C1=NN(C(=O)c2ccccc2)C(O)(C(C)(C)C)C1 (configuration not stated),-3.2%,0.6%
Cc1ccc(-c2nnc(SC(C)C#N)n2N)cc1 (configuration not stated),-1.4%,-1.1%
O=C(C1CC1)N1CCN=C1SCc1cccc(C(F)(F)F)c1,-1.7%,9.8%
Cc1nc(-c2cn[nH]c2)c2cc(C)oc2n1,-2.2%,-3.1%
NS(=O)(=O)c1ccc(-c2ccc(/C=C3\Sc4ccccc4C3=O)o2)cc1,-56.2%,7.0%
NC(=O)c1cc(NC(=O)c2cccs2)cc(C(N)=O)c1,-4.1%,-1.2%
CC1CC(C)(C)CC2(C1)NC(=O)N(CC(=O)NCC(c1ccco1)N1CCCCC1)C2=O (configuration not stated),4.6%,-2.5%
CCOC(=O)CN(C(=O)CNC(=O)c1ccco1)C(C(=O)NC1CCCCC1)c1cccc(OC)c1 (configuration not stated),0.0%,-0.8%
N/C(=N\S(=O)(=O)c1ccc(Cl)cc1)c1ccc(Cl)cc1,-4.0%,-0.1%
c1ccc(Cn2c(COc3ccccc3)nc3ccccc32)cc1,-2.5%,1.6%
CCOc1ccc(C(=O)Nc2ccc([N+](=O)[O-])cc2OC)cc1Br,2.4%,2.4%
N#CC1=C(SCC(=O)c2ccc(Cl)cc2)NC2=C(C(=O)CCC2)C1c1ccco1 (configuration not stated),-3.7%,-0.4%
Cn1cc(C(=O)NC2CCCCC2)c(=O)c2cc(S(=O)(=O)N3CCCC3)ccc21,3.5%,-0.2%
CCCCN(CCCC)C(=O)CCS(=O)(=O)c1ccc2c(c1)n(C)c(=O)c(=O)n2C,7.2%,-8.1%
CCc1ccc(N2CSC3=C(C#N)C(c4cccs4)CC(=O)N3C2)cc1 (configuration not stated),4.1%,-1.2%
C=CCn1c(SCC(=O)N2c3ccccc3C(C)(c3ccccc3)CC2(C)C)nnc1-c1ccncc1 (configuration not stated),-0.2%,-4.7%
COC(=O)CSc1nc2ncc(Cl)cc2[nH]1,2.6%,4.2%
Cc1ccc(NCN2C(=O)C3CC=C(Cl)CC3C2=O)cc1 (configuration not stated),6.1%,x
CC(=O)c1ccc2c(c1)C1C=CCC1C(c1ccncc1)N2 (configuration not stated),5.0%,x
O=C(Nc1ccc2ccccc2c1)c1ccccc1C(F)(F)F,-1.3%,3.8%
COC(=O)C1=C(C)NC(C)=C(C(=O)OC)C1c1cn(-c2ccccc2)nc1-c1ccc(OC)c(Cl)c1,-5.0%,2.7%
COC(=O)/C=c1/s/c(=C(\C#N)C(=O)NCc2ccco2)n(-c2ccc(C)cc2)c1=O,-51.2%,-6.2%
CCOc1ccccc1/C=N\n1c(C)nnc1C,-3.4%,0.6%
O=C(Nc1ccc2c(c1)OCCO2)C(c1ccccc1)c1ccccc1,4.1%,0.4%
CCc1ccc(NC(=O)c2cc3n(n2)C(C(F)(F)F)CC(c2ccc(Cl)cc2)N3)cc1 (configuration not stated),x,5.6%
CS(=O)(=O)N1CCN(C(=O)c2ccccc2F)CC1,0.6%&-1.7%,-9.5%&-0.4%
COc1ccccc1CNC(=O)CN1CCN(Cc2ccc(Cl)cc2)C1=O,13.5%,2.1%
O=C1CSC(c2cn(-c3ccccc3)nc2-c2cccs2)N1Cc1ccccc1 (configuration not stated),-1.0%,x
Cn1c(=O)c2c(nc(SCCN3CCCCC3)n2C)n(C)c1=O,4.1%,x
C=CCOc1ccccc1C1C2=C(CC(C)(C)CC2=O)Nc2c1c(=O)n(C)c(=O)n2C (configuration not stated),0.0%,-6.3%
COc1ccc(-c2cc(C(F)(F)F)n3nc(C(=O)N4CCOCC4)nc3n2)cc1,1.6%,-11.6%
CC1CCN(S(=O)(=O)N2CCC(C(=O)NCc3cccs3)CC2)CC1,-5.4%,-1.9%
CCC(CO)NCc1ccc2c(c1)n(C)c(=O)n2C (configuration not stated),-4.2%,-10.5%
CCc1nnc(NC(=O)CSc2nc3cccnc3n2C2CCCCC2)s1,6.1%,-13.7%
Cn1nnnc1SCC(=O)c1ccc(Br)s1,4.3%,x
O=C(Nc1ncc(Cc2ccc(F)cc2)s1)C1CCCO1 (configuration not stated),3.6%,-0.2%
CCOc1cc(/C=c2\sc3nc4ccccc4n3c2=O)cc(Cl)c1OCCOc1ccccc1C,5.4%,-3.6%
O=C(CSc1nc2ccccc2[nH]1)Nc1ccc2c(c1)OCCO2,-3.4%,-6.6%
CCOc1ccccc1NC(=O)C(=O)NCc1ccc2c(c1)OCO2,-2.2%,1.8%
O=C1OCCC1Sc1nc(-c2ccccc2)cs1 (configuration not stated),-1.1%,-0.4%
CCOC(=O)c1c(NC(=O)COc2ccc(Cl)cc2)sc(C(=O)Nc2ccccc2F)c1C,-4.7%,2.1%
O=S(=O)(c1ccc(OCC(O)CN2CCCCC2)cc1)N1CCOCC1 (configuration not stated),-0.9%,x

# Five compounds picked at random from the list so far, as already listed:
SMILES,Hsp70 displacement,Rat MKP-3 inhibitors
CCOc1ccccc1NC(=O)C(=O)NCc1ccc2c(c1)OCO2,-2.2%,1.8%
CCC(CO)NCc1ccc2c(c1)n(C)c(=O)n2C (configuration not stated),-4.2%,-10.5%
O=C1OCCC1Sc1nc(-c2ccccc2)cs1 (configuration not stated),-1.1%,-0.4%
CCOC(=O)c1c(NC(=O)COc2ccc(Cl)cc2)sc(C(=O)Nc2ccccc2F)c1C,-4.7%,2.1%
COc1ccc(-c2cc(C(F)(F)F)n3nc(C(=O)N4CCOCC4)nc3n2)cc1,1.6%,-11.6%

# Not all compounds are listed, so the mix of outcomes need not match the whole.
